High-throughput results: PubChem BioAssay, several laboratories
Scp1 inh – inhibitors of human Scp-1 phosphatase; Recombinant Scp1, phosphopeptide, malachite green phosphate absorbance; AID 493091; inhibition, % at 20 µM; actives 0.88% (n = 340,000);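 active means inhibition above about 50% at 20 µM, limit read from the data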;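 further: plate controls were DMSO wells with enzyme for no effect and wells lacking enzyme for full effect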
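Test system: SCP-1 phosphatase catalytic domain, residues 76-261; measured by: colorimetric phosphate reagent with accelerator and stabiliser, absorbance at 630 nm; timing: enzyme reaction 45 min at room temperature, colour 5 min, stabilisation 30 min; also added: Phosphorylated 17-residue peptide substrate; compound dosing: one concentration, 20 µM, with 1.0% DMSO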
bovine MsrA act – activators of bovine methionine sulfoxide reductase A | purified bovine MsrA, absorbance read-out | activation, % at 10.6 µM | actives 0.3% (n = 360,000) | AID 602163; in the data active means activation above about 7.5%;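 further: 0% = vehicle and 100% = reference activator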
STEP inh – inhibitors of human striatal-enriched phosphatase STEP | actives 0.25% (n = 360,000) | inhibition, % at 20 µM | recombinant STEP, OMFP fluorogenic substrate, fluorescence | AID 588621;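 active means inhibition at 20 µM, scaled per plate between control wells, above about 37%, limit read from the data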;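 further: 0% = DMSO with enzyme and substrate and 100% = substrate only without enzyme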
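material = STEP tyrosine phosphatase | reagent = fluorogenic phosphatase substrate OMFP at 25 µM final | doses = single compound dose of 20 µM, 1% DMSO final | schedule = 20 min reaction, room temperature, in the dark | measured by = fluorescence, 480/540 nm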
MsrA inhibitor – bovine MsrA inhibition; purified bovine MsrA, absorbance read-out; actives 0.75% (n = 360,000); inhibition, % at 15.5 µM; in the data active means inhibition above about 4.5%;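 further: 0% = vehicle wells with enzyme and 100% = reference inhibitor wells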
SUMO1-SIM PPI – alters human SUMO1 binding to SIM partners. inhibition, % at 20 µM. SUMO1 binding to a labelled peptide, TR-FRET, 1 h. P63165. actives 0.33% (n = 360,000). AID 602429; in the data active means inhibition above about 37%
LMPTP inh – blocks human LMPTP phosphatase | recombinant LMPTP-A, OMFP fluorogenic substrate, fluorescence intensity | inhibition, % at 20 µM | actives 0.22% (n = 360,000);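 active means compounds that cut the enzyme signal by at least half of the control window in the single-dose screen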;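 further: plate controls were DMSO wells with enzyme plus substrate for no effect and substrate without enzyme for full effect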
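Material: LMPTP-A; amount: 0.625 nM enzyme; doses: single 20 µM dose; times: reaction 50 min, room temperature, dark; technique: fluorescence intensity of OMFP turnover product; benchmarks: no-enzyme and uninhibited controls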
NRP1-CendR mod – alters CendR peptide binding to human NRP-1 | inhibition, % at 25 µM | FAM-RPARPAR peptide binding to NRP-1, fluorescence polarization | actives 0.85% (n = 360,000) | O14786;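 active means inhibition or corrected inhibition above about 18%, plus a signal ratio from 0.5 to 1.5, limit read from the data, passing the limit was not always enough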; further: strong numbers were not always called active
Tb MetRS inh – blocks T. brucei methionyl-tRNA synthetase activity | purified T. brucei MetRS, ATP depletion, Kinase-Glo luminescence | inhibition, % at 11.9 µM | actives 0.4% (n = 360,000) | AID 624268;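 active means inhibition above a per-plate cutoff of the control wells' mean inhibition plus 3 SD, cut at about 5.5% in these data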;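 further: 0% = DMSO wells median and 100% = median of wells with control inhibitor compound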
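Dosing: 11.9 µM single point; system: parasite MetRS enzyme; technique: luminescence of leftover ATP; times: 15 min enzyme-compound preincubation, 2 h reaction, 10 min detection, 25 °C; replicates: each compound tested once; read-out basis: percent inhibition relative to median high and low control wells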
DNMT1 inh – inhibitors of human DNMT1; P26358; DNMT1 molecular beacon, Hinp1I cleavage, fluorescence; inhibition (reported as % activation of signal), % at 10 µM; actives 0.83% (n = 360,000); AID 588458; in the data active means inhibition above about 50%
Target sequence (P26358 504-1616 limits assumed): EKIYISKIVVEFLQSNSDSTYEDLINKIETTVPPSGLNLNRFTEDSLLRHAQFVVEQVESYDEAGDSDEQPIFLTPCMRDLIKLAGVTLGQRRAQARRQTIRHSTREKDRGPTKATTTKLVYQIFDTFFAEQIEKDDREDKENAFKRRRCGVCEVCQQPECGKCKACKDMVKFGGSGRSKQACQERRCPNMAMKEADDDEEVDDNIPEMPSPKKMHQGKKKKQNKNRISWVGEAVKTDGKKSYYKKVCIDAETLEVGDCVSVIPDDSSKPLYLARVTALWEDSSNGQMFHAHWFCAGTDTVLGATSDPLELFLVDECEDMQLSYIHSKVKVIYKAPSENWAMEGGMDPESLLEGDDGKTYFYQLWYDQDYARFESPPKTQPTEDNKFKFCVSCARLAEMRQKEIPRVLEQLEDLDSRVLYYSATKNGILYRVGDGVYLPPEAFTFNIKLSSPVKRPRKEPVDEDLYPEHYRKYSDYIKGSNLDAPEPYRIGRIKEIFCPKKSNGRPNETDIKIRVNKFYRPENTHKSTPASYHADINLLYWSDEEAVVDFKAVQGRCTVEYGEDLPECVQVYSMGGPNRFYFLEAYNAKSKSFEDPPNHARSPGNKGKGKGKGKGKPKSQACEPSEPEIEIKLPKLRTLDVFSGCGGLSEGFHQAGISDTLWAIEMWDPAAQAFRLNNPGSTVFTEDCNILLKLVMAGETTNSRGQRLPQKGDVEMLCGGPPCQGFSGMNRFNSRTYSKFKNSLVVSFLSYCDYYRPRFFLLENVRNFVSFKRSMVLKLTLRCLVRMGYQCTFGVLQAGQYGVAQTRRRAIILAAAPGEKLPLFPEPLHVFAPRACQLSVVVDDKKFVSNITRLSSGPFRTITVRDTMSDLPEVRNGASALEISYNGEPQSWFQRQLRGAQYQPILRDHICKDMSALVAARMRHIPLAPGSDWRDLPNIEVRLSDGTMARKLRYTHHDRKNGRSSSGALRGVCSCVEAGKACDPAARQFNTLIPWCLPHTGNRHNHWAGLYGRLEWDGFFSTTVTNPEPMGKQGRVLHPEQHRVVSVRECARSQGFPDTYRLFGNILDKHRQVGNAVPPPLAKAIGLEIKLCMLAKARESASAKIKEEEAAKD
E coli Lon inh – inhibits E. coli Lon protease; actives 0.42% (n = 360,000); P0A9M0; inhibition, % at 7.94 µM; purified E. coli Lon protease, fluorescence polarization; AID 602123; in the data active means inhibition above about 13%, passing the limit was not always enough;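 further: 0% = enzyme with probe and DMSO and 100% = no enzyme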
* hit, by the source's call.

A first look (two entries):
Results for O=C(NCCc1ccccc1F)C1CCC(=O)N(Cc2ccc(Cl)cc2)C1 (stereo unspecified) ?
Scp1 inh: 6; bovine MsrA act: -9; STEP inh: 1; MsrA inhibitor: -0.2; SUMO1-SIM PPI: 2; LMPTP inh: -0.6; NRP1-CendR mod: 0; Tb MetRS inh: -0.2; DNMT1 inh: -1; E coli Lon inh: 6

How did CCOC(=O)C1=CN(Cc2cccc(-c3cccnc3)c2)S(=O)(=O)N(CC)C1C (stereo unspecified) do in these assays?
Scp1 inh: -4; bovine MsrA act: 5; STEP inh: 2; MsrA inhibitor: -0.9; SUMO1-SIM PPI: 5; LMPTP inh: 1.8; NRP1-CendR mod: -5; Tb MetRS inh: -0.4; DNMT1 inh: 2; E coli Lon inh: -9

The listing (from the top)
Results for O=C(NCCc1ccccc1F)C1CCC(=O)N(Cc2ccc(Cl)cc2)C1 (stereo unspecified) ?
Scp1 inh: 6; bovine MsrA act: -9; STEP inh: 1; MsrA inhibitor: -0.2; SUMO1-SIM PPI: 2; LMPTP inh: -0.6; NRP1-CendR mod: 0; Tb MetRS inh: -0.2; DNMT1 inh: -1; E coli Lon inh: 6

How did CCOC(=O)C1=CN(Cc2cccc(-c3cccnc3)c2)S(=O)(=O)N(CC)C1C (stereo unspecified) do in these assays?
Scp1 inh: -4; bovine MsrA act: 5; STEP inh: 2; MsrA inhibitor: -0.9; SUMO1-SIM PPI: 5; LMPTP inh: 1.8; NRP1-CendR mod: -5; Tb MetRS inh: -0.4; DNMT1 inh: 2; E coli Lon inh: -9

What do the screens show for `CSc1ccc(CNC(=O)c2ccc(NC(=O)C3=CSCCO3)cc2)cc1`?
Scp1 inh: 1; bovine MsrA act: -1; STEP inh: 1; MsrA inhibitor: -0.5; SUMO1-SIM PPI: 6; LMPTP inh: 5.9; NRP1-CendR mod: 14; Tb MetRS inh: -0.1; DNMT1 inh: 62*; E coli Lon inh: -10

How did CC(C)n1c(SCc2cc(=O)[nH]c3ccccc23)nc2c1c(=O)n(C)c(=O)n2C do in these assays?
Scp1 inh: -5; bovine MsrA act: -2; STEP inh: 0; MsrA inhibitor: -0.9; SUMO1-SIM PPI: -1; LMPTP inh: 3.6; NRP1-CendR mod: 8; Tb MetRS inh: -0.1; DNMT1 inh: 1; E coli Lon inh: -4

How did CCC(CC)NC(=O)Cc1ccc(F)cc1 do in these assays?
Scp1 inh: -12; bovine MsrA act: -3; STEP inh: -3; MsrA inhibitor: -1.5; SUMO1-SIM PPI: 1; LMPTP inh: -1.5; NRP1-CendR mod: -4; Tb MetRS inh: 0.4; DNMT1 inh: 1; E coli Lon inh: 0

How did CCOc1ccc(NC(=O)CCN2C(=O)c3ccccc3C2=O)cc1 do in these assays?
Scp1 inh: -2; bovine MsrA act: -3; STEP inh: 1; MsrA inhibitor: 1.0; SUMO1-SIM PPI: -5; LMPTP inh: 0.0; NRP1-CendR mod: -2; Tb MetRS inh: -1.2; DNMT1 inh: 1; E coli Lon inh: -11

Results for Cc1ccccc1-c1cnc(C(O)c2ccc(F)cc2)[nH]1 (stereo unspecified) ?
bovine MsrA act: -3; STEP inh: 1; MsrA inhibitor: 0.1; SUMO1-SIM PPI: 3; LMPTP inh: -1.8; NRP1-CendR mod: -9; Tb MetRS inh: 0.0; DNMT1 inh: -3; E coli Lon inh: 1

What do the screens show for `COC(=O)C1C(=O)NC(SC)=C(C#N)C1c1ccccc1F` (stereo unspecified)?
Scp1 inh: -1; bovine MsrA act: -4; STEP inh: 5; MsrA inhibitor: 0.3; SUMO1-SIM PPI: 6; LMPTP inh: 1.4; NRP1-CendR mod: -5; Tb MetRS inh: -0.2; DNMT1 inh: -2; E coli Lon inh: -4

How did CCOc1ccc(NC(=O)CN(C)C(=O)C(C)Oc2ccc(Cl)cc2)cc1OCC (stereo unspecified) do in these assays?
Scp1 inh: -4; bovine MsrA act: -3; STEP inh: -1; MsrA inhibitor: -0.3; SUMO1-SIM PPI: 1; LMPTP inh: 1.2; NRP1-CendR mod: -6; Tb MetRS inh: -0.4; DNMT1 inh: -1; E coli Lon inh: -8

What do the screens show for `Cc1ccccc1N1CCN(Cc2c(C#N)c3ccccc3n2C)CC1`?
Scp1 inh: 2; bovine MsrA act: -1; STEP inh: 5; MsrA inhibitor: 0.8; SUMO1-SIM PPI: 0; LMPTP inh: 2.2; NRP1-CendR mod: -15; Tb MetRS inh: -0.2; DNMT1 inh: -4; E coli Lon inh: -4

What do the screens show for `COc1ccc2c(c1)c(C(=O)O)c(C)n2-c1ccc(Cl)cc1`?
Scp1 inh: -13; bovine MsrA act: -1; STEP inh: 0; MsrA inhibitor: -0.3; SUMO1-SIM PPI: 1; LMPTP inh: 1.5; NRP1-CendR mod: -3; Tb MetRS inh: -0.1; DNMT1 inh: 4; E coli Lon inh: -2

What do the screens show for `C[C@H]1C(=O)N(C)CCN1Cc1cn(C)nc1-c1ccc(Oc2ccccc2)cc1`?
Scp1 inh: -9; bovine MsrA act: -2; STEP inh: -2; MsrA inhibitor: -0.1; SUMO1-SIM PPI: -3; LMPTP inh: -0.6; NRP1-CendR mod: -3; Tb MetRS inh: -0.1; DNMT1 inh: -6; E coli Lon inh: -2

How did CCCCN(C(C)=O)c1c(CC)nc2ccc(C(=O)NCCc3ccccn3)cn12 do in these assays?
bovine MsrA act: -3; STEP inh: 4; MsrA inhibitor: 1.6; SUMO1-SIM PPI: -1; LMPTP inh: -1.9; NRP1-CendR mod: -8; Tb MetRS inh: -0.2; DNMT1 inh: 0; E coli Lon inh: 6

Results for Cc1sc(NC(=O)C2CCCO2)c(C#N)c1C (stereo unspecified) ?
Scp1 inh: 5; bovine MsrA act: -8; STEP inh: 5; SUMO1-SIM PPI: 16; LMPTP inh: 0.6; NRP1-CendR mod: 3; Tb MetRS inh: -0.7; DNMT1 inh: 0; E coli Lon inh: 3

Results for Cc1ccc(C(c2nnnn2CS(=O)(=O)c2ccc(C)cc2)N2CCCC2)cc1 (stereo unspecified) ?
Scp1 inh: -3; bovine MsrA act: -4; STEP inh: 2; MsrA inhibitor: -0.4; SUMO1-SIM PPI: -2; LMPTP inh: -0.2; NRP1-CendR mod: 14; Tb MetRS inh: -0.6; DNMT1 inh: -1; E coli Lon inh: -5

What do the screens show for `COc1ccccc1N1CCN(C(=O)c2cccc(NC3=NC4CS(=O)(=O)CC4S3)c2)CC1` (stereo unspecified)?
Scp1 inh: 2; bovine MsrA act: -8; STEP inh: -4; MsrA inhibitor: 0.1; SUMO1-SIM PPI: 2; LMPTP inh: -1.6; NRP1-CendR mod: -4; Tb MetRS inh: -0.8; DNMT1 inh: 6; E coli Lon inh: 0

Results for O=C(Nc1ccc2c(c1)OCO2)C1Cc2c(-c3ccccc3Oc3ccccc3)ccnc2O1 (stereo unspecified) ?
bovine MsrA act: -3; STEP inh: 1; MsrA inhibitor: -0.5; SUMO1-SIM PPI: 7; LMPTP inh: 4.3; NRP1-CendR mod: -9; Tb MetRS inh: -0.3; DNMT1 inh: -16; E coli Lon inh: -7

How did Cc1ccc(-n2c(=O)c3ccccc3n(CC(=O)NCc3ccco3)c2=O)cc1 do in these assays?
Scp1 inh: 2; bovine MsrA act: -2; STEP inh: 2; MsrA inhibitor: -0.7; SUMO1-SIM PPI: 6; LMPTP inh: 0.7; NRP1-CendR mod: -12; Tb MetRS inh: -0.5; DNMT1 inh: 4; E coli Lon inh: 0

What do the screens show for `Cc1oc2cc(O)ccc2c(=O)c1Oc1ccccc1Br`?
Scp1 inh: -13; bovine MsrA act: -1; STEP inh: -2; MsrA inhibitor: 1.2; SUMO1-SIM PPI: 10; LMPTP inh: 0.4; NRP1-CendR mod: -10; Tb MetRS inh: -0.2; DNMT1 inh: 1; E coli Lon inh: -7

How did CCOC(=O)c1noc(C)c1C(=O)Nc1nccs1 do in these assays?
Scp1 inh: 14; bovine MsrA act: -9; STEP inh: -3; MsrA inhibitor: 0.6; SUMO1-SIM PPI: 5; LMPTP inh: -1.4; NRP1-CendR mod: 9; Tb MetRS inh: -1.2; DNMT1 inh: 0; E coli Lon inh: 4

How did CC(=O)Oc1ccccc1-c1nc(C)nc(N(C)C(C)=O)n1 do in these assays?
Scp1 inh: 2; bovine MsrA act: 2; STEP inh: -2; MsrA inhibitor: -0.9; SUMO1-SIM PPI: -3; LMPTP inh: -0.3; NRP1-CendR mod: -7; Tb MetRS inh: 0.6; DNMT1 inh: -4; E coli Lon inh: -1

What do the screens show for `COc1ccc(CCNC(=S)NC(=O)/C=C/c2ccc(C)cc2)cc1OC`?
Scp1 inh: -9; bovine MsrA act: -1; STEP inh: 2; MsrA inhibitor: 0.5; SUMO1-SIM PPI: -1; LMPTP inh: 0.7; NRP1-CendR mod: -8; Tb MetRS inh: -0.9; DNMT1 inh: 10; E coli Lon inh: 7

What do the screens show for `COc1cccc(-n2cnc3c(sc4nc(N5CCOCC5)c5c(c43)CCCC5)c2=O)c1`?
Scp1 inh: 2; bovine MsrA act: -2; STEP inh: 2; MsrA inhibitor: 0.1; SUMO1-SIM PPI: 1; LMPTP inh: 3.0; NRP1-CendR mod: 0; Tb MetRS inh: -0.2; DNMT1 inh: -11; E coli Lon inh: 4

How did O=C(COC(=O)CNS(=O)(=O)c1cccc(Br)c1)Nc1ccccc1Sc1ccccc1 do in these assays?
Scp1 inh: -10; bovine MsrA act: -2; STEP inh: -3; MsrA inhibitor: -0.6; SUMO1-SIM PPI: 0; LMPTP inh: 2.8; NRP1-CendR mod: -8; Tb MetRS inh: -0.6; DNMT1 inh: -7; E coli Lon inh: -2

What do the screens show for `C/C(=N\NC(=O)c1cc(-c2ccncc2)nc2ccccc12)c1ccc(OC(F)F)cc1`?
Scp1 inh: 5; bovine MsrA act: 0; STEP inh: -2; MsrA inhibitor: 1.1; SUMO1-SIM PPI: 5; LMPTP inh: -0.2; NRP1-CendR mod: 0; Tb MetRS inh: -0.2; DNMT1 inh: -3; E coli Lon inh: 4

Results for CCOC(=O)C1=NOC2(C1)C(=O)Nc1ccc(OC)cc12 (stereo unspecified) ?
bovine MsrA act: -2; MsrA inhibitor: 0.7; SUMO1-SIM PPI: -2; LMPTP inh: -1.3; NRP1-CendR mod: -3; Tb MetRS inh: 0.1; E coli Lon inh: -5

Results for CS(=O)(=O)c1cccc(NC(=O)CSc2nnc3n2CCCCC3)c1 ?
Scp1 inh: -10; bovine MsrA act: -6; STEP inh: -4; MsrA inhibitor: 0.2; SUMO1-SIM PPI: 1; LMPTP inh: -0.9; NRP1-CendR mod: 6; Tb MetRS inh: 0.1; DNMT1 inh: 3; E coli Lon inh: -1

What do the screens show for `CC(=O)c1cccc(S(=O)(=O)N2CCC(C(=O)Nc3cccc(C(=O)NC4CC4)c3)CC2)c1`?
Scp1 inh: -12; bovine MsrA act: -2; STEP inh: -2; MsrA inhibitor: -1.3; SUMO1-SIM PPI: 5; LMPTP inh: -0.5; NRP1-CendR mod: 3; Tb MetRS inh: 0.0; DNMT1 inh: -3; E coli Lon inh: -5
